ARNT TACC3 PPI: disruptors of human ARNT/TACC3 interaction. Q9Y6A5. AlphaScreen His-ARNT PAS-B/GST-TACC3 binding, luminescence; TACC3 fragment carries E629A point mutation. inhibition, % at 9.99 µM. hit rate 0.66% among 390,000. AID 623870;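 active = mean inhibition of replicates at least 50% and at least half of replicates each reaching 50%; inconclusive = half or more replicates reach 50% but mean below 50%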;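 also: 0% = complete ARNT plus TACC3 wells and 100% = ARNT alone without TACC3; many hits fall short of the cut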
PAX8 inh HTS: PAX8 transcriptional activity inhibition; hit rate 1.2% among 360,000; AID 652154; RMG-I TPO-luciferase reporter, SteadyGlo, 24 h; inhibition, % at 12.6 µM;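 active = mean replicate inhibition at least 60% with every replicate also reaching 60%; inconclusive = only one of the two criteria is met; inactive = mean below 60% and not all replicates reaching 60%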;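 also: luciferase light reporting Pax8 driven TPO promoter activity; plate controls were median of neutral control wells for no effect and mitoxantrone controls for full effect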
EWS-Fli inh: EWS/Fli transcriptional activity inhibition | hit rate 0.67% among 350,000 | inhibition, % at 12.6 µM | AID 651661 | A673 NR0B1-luciferase reporter, viability-normalised;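 active = mean inhibition of at least 50% after viability correction, with every replicate also passing that limit; inconclusive = mean reaches 50% but only one of two replicates passes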;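 also: firefly luciferase signal divided by Alamar Blue viability fluorescence both relative to DMSO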
DENV2 CPE: inhibitors of DENV2 cytopathic effect. DENV2-infected cells, cytopathic effect rescue, plate reader. CPE inhibition, % at 9.99 µM. hit rate 1.7% among 350,000. AID 651640; in the data active = CPE inhibition above about 20%, passing the limit was not always enough; inconclusive = no clear call, values can overlap the other calls; tested in BHK-21 cells;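 also: 0% = median of neutral control wells and 100% = median of positive control wells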
LGR2 antag: Drosophila LGR2 receptor signaling inhibition | HEK293 LGR2, CRE-luciferase, bursicon-stimulated, 4 h | inhibition, % at 9.99 µM | hit rate 0.35% among 380,000;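 active = drop in luminescence signal, shown as inhibition above about 50% in the replicate tests, limit read from the data, passing the limit was not always enough; inconclusive = probably only some replicates passing the limit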;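 also: agonist challenge used bursicon conditioned medium at about half maximal strength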
SIRT5 inh: sirtuin-5 (human) deacylase inhibition; Q9NXA8; Purified SirT5, succinyl-peptide AMC, trypsin-coupled fluorescence; inhibition, % at 15 µM; hit rate 1.1% among 330,000; in the data active = inhibition above about 15%; inconclusive = no clear call, values can overlap the other calls
Target sequence (Q9NXA8 whole entry, looked up): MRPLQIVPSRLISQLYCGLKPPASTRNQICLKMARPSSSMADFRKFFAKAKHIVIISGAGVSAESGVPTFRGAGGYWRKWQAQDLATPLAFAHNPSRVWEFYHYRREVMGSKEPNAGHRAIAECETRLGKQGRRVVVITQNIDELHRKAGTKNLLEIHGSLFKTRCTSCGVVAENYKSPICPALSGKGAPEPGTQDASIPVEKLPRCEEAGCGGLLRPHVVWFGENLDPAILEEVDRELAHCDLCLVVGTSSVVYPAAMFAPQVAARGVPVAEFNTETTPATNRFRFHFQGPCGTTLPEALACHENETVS
Casp6 inh: blocks human caspase-6 cleavage activity; P55212; purified caspase-6, Z-VEID-R110 cleavage fluorescence; inhibition, % at 12.5 µM; hit rate 0.53% among 350,000; AID 686996;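 active = mean inhibition across replicates at least about 35%, with every replicate also reaching that limit, limit read from the data; inconclusive = only one of the two criteria met; inactive = neither criterion met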;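 also: 0% = median of neutral control wells and 100% = no fluorescence left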
Target sequence (P55212 24-179 limits assumed): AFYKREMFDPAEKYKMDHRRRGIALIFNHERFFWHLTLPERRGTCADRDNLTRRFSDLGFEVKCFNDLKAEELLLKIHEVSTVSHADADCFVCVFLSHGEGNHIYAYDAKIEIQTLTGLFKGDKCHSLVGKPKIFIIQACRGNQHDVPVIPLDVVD
Target sequence (P55212 194-293 limits assumed): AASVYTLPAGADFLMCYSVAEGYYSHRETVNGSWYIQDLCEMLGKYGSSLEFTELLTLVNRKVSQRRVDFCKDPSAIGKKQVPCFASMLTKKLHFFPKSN
An asterisk follows results filed as active; ? = inconclusive; . = not tested or not shown; & = joins results of further samples.

SMILES	ARNT TACC3 PPI	PAX8 inh HTS	EWS-Fli inh	DENV2 CPE	LGR2 antag	SIRT5 inh	Casp6 inh
COc1cccc(NC(=O)COC(=O)Cc2ccc(Cl)cc2)c1	-6	-2	-8	.	15	-1	.
CC(C)NC(=O)N(C)C[C@H]1Oc2c(NC(=O)Nc3ccc(C(F)(F)F)cc3)cccc2C(=O)N([C@H](C)CO)C[C@@H]1C	6&1	17&-11	-5&-13	13&11	6&-3	7&-2	1&3
CC(=O)N(C)C[C@H]1Oc2ncc(-c3cccc(C#N)c3)cc2C(=O)N([C@H](C)CO)C[C@H]1C	-10	7	-30	-3	-13	-3	-1
O=C(c1ccc(CS(=O)Cc2cccc(Cl)c2)o1)N1CCN(C2CCCCC2)CC1 (stereo unspecified)	3	7	.	-6	3	-5	-4
COc1ccc(N(CC(=O)NCCc2ccc(OC)c(OC)c2)S(=O)(=O)c2ccc(OC)c(OC)c2)cc1	-23	9	5	1	-5	0	4
CC(C)(C)NC(=O)C(c1ccncc1)n1c(-c2ccc(C(F)(F)F)cc2)nc2ccccc21 (stereo unspecified)	.	-276	-104	-4	-42	.	0
CC1CCCC(NC(=O)CSc2nnc(-c3cccnc3)n2N)C1C (stereo unspecified)	-4	.	-3	5	2	-2	-1
O=C(Nc1ccc2c(c1)[C@H]1C[C@H](CC(=O)N3CCCCC3)O[C@H](CO)[C@H]1O2)Nc1ccccc1F	-4	10	-7	3	-2	-6	2
COc1ccc(/C=N\NC(=O)c2cccc(F)c2)cc1COc1ccccc1	-7	12	34	5	-19	-3	-1
C[C@H]1CCCCO[C@H](CN(C)S(=O)(=O)c2ccc(F)cc2)[C@@H](C)CN([C@@H](C)CO)C(=O)c2cc(NS(=O)(=O)c3ccccc3)ccc2O1	-14	37	-4	6	-2	4	-1
Cc1ccc(S(=O)(=O)Nc2cccc3c2O[C@@H](CN(C)Cc2ccccc2)[C@@H](C)CN([C@@H](C)CO)C3=O)cc1	-10	-5	3	-8	7	5	2
OC(CCN1CCC2(CC1)OCCO2)C(F)(F)F (stereo unspecified)	-2	7	-1	4	-25	-1	3
Cc1nc(-c2ccc(Cl)cc2)sc1C(=O)O	-1	-111	-67	4	-52	3	1
COc1ccc(NC(=S)N(CCc2ccc(OC)c(OC)c2)Cc2ccccn2)cc1	5	5	2	11	0	-1	-5
Cn1cccc1/C=N/NC(=O)c1cc(-c2cccs2)nc2ccccc12	29	5	.	1	-2	.	4
Oc1ccc(-c2nccc(-c3ccc(Cl)cc3)n2)cc1	-4	0	-61	-1	-95	0	-2
Cc1nn(CC(=O)NCCc2ccccc2)c(=O)c2cc3occc3n12	-11	-20	-18	2	-2	1	-3
Cc1ccc(C(=O)Nc2cccnc2)cc1[N+](=O)[O-]	-20	-23	-12	3	1	-1	-2
N[C@H]1CC[C@H](CCn2cc(C3CC3)nn2)O[C@@H]1CO	.	.	-4	14	15	-5	0
O=C(C[C@@H]1C=C[C@@H](NC(=O)Nc2ccccc2F)[C@@H](CO)O1)NCc1ccccc1	.	.	-2	21	-4	0	3
CNc1nc(Oc2cccc(F)c2)c2sccc2n1	.	-19	0	12	-33	-2	0
CCOc1cc(C(=O)Nc2ccc(N3CCOCC3)cc2)cc(Br)c1OC	-1	9	16	1	-5	0	.
O=C(NC1CCCCC1)N1CC(=O)N2[C@H](CO)[C@@H](c3ccc(-c4cccc(F)c4)cc3)[C@@H]2C1	.	1	0	1	-8	7	0
CCCCNC(=O)c1nc(C2CCN(S(=O)(=O)c3ccc(F)c(F)c3)CC2)oc1-c1ccccc1	.	-19	-13	-3	12	0	-3
C[C@@H](NC(=O)C[C@@H]1C[C@@H]2c3cc(NC(=O)Nc4ccccc4F)ccc3O[C@@H]2[C@@H](CO)O1)c1ccccc1	-13	8	-4	?	-11	1	0
O=C(COc1ccccc1C(=O)O)Nc1ccc(SC(F)F)cc1	-2	32	12	-2	-12	-1	2
C[C@@H](NC(=O)C[C@@H]1CC[C@@H](NC(=O)C2CC2)[C@@H](CO)O1)c1ccccc1	1	-2	3	10	4	1	8
CO[C@H]1CN(C)C(=O)c2cc(NC(=O)C3CC3)ccc2OC[C@H](C)N(C(=O)C2CCCCC2)C[C@@H]1C	.	-9	.	-1	8	-2	1
O=c1c2ccccc2sn1-c1nccs1	.	4	9	-7	25	-5	1
CO[C@H]1CN(C)C(=O)c2cc(NC(=O)Nc3ccccc3F)ccc2OC[C@@H](C)N(CC2CC2)C[C@H]1C	-6	-3	-4	-10	-6	1	0
Cc1ccc2oc(C(=O)Nc3ccc(S(=O)(=O)Nc4onc(C)c4C)cc3)c(C)c2c1	-1	8	-2	-2	-9	-8	-4
CCCCN(CC(=O)NC1CC1)S(=O)(=O)c1ccc(OCC)cc1	.	-3	2	-2	-16	-1	1
CCN(CC)S(=O)(=O)c1cccc(NC(=O)COC(=O)C2CC3C=CC2C3)c1 (stereo unspecified)	0	2	9	10	-1	-2	-2
C/C=C/c1ccc2c(c1)O[C@@H](CN(C)C(=O)Cc1ccccn1)[C@H](C)CN([C@@H](C)CO)S2(=O)=O	-1	.	-2	5	18	-3	2
Cc1ccc(S(=O)(=O)NCCC(=O)NC(C)c2ccccc2)cc1 (stereo unspecified)	-8	1	.	1	6	-2	5
COc1ccccc1CN1[C@H](CO)[C@H]2c3ccccc3N(C(=O)c3ccc(F)cc3)C[C@H]21	5	17	-3	-6	14	0	0
CCOc1ccc(OCCC(=O)NNC(=O)c2nn(C)c(=O)c3ccccc23)cc1	-6	7	-2	-4	0	3	6
Cc1cccc(NS(=O)(=O)c2ccc(C)c(C(=O)NCC(c3ccco3)N3CCCCC3)c2)c1 (stereo unspecified)	8	17	4	-2	17	1	-1
CN1[C@@H]2c3ccc(C4=CCCCC4)c(=O)n3C[C@H]1[C@H](CO)[C@H]2C(=O)NCc1cc(F)cc(F)c1	3	3	2	-1	4	-18	1
CN(CCc1ccccc1)C(=O)c1cccc(NC(=O)Cc2cccc(NC(=O)C3CCCN(C(=O)CCc4ccccc4)C3)c2)c1 (stereo unspecified)	-19	41	21	-7	-3	-2	1
CC(=O)c1cccc(NC(=O)c2ccccc2-c2ccccc2C(=O)O)c1	-7	-25	4	4	-23	6	1
CCOc1ccc(NC(=O)c2nsc(Cl)c2Cl)cc1	-1	-203	-62	1	-100	-1	3
C[C@@H]1CN([C@@H](C)CO)C(=O)c2cc(-c3ccncc3)cnc2O[C@H]1CN(C)C(=O)C1CCOCC1	-13	.	-6	17	11	-4	-1
COc1ccccc1C(=O)C1CCCN(C(=O)c2cccc(Cn3cccn3)c2)C1 (stereo unspecified)	1	9	-2	0	6	2	-1
O=C(NC(=S)Nc1ccccc1N1CCOCC1)c1ccc(Br)cc1	8	0	13	2	8	0	0
COCc1cn(CC[C@@H]2CC[C@@H](NC(=O)Nc3ccc(C(F)(F)F)cc3)[C@H](CO)O2)nn1	-4	.	.	3	7	-3	0
O=C(c1ccc2c(c1)OCO2)N1CCC2(CC1)Oc1ccc(F)cc1C(=O)C21CC(c2ccc(Cl)cc2)=NO1 (stereo unspecified)	-5	0	1	.	-20	.	0
CCN(CC)C(=S)SCC(=O)Nc1ncc2c(n1)CCCC2=O	-1	0	4	2	-3	-1	-2
N#C[C@H]1[C@@H](c2ccccc2-c2ccc(F)cc2)[C@@H](CO)N1C(=O)Cc1cccnc1	.	.	12	4	-6	-1	0
CN(C)C(=O)c1cccc(-c2ccc3c(c2)[C@@H]2[C@@H](CCN2S(=O)(=O)c2ccccc2)[C@H](CO)N3)c1	11	-14	14	1	0	3	5
CC(C)COC(=O)OCN1C(=O)CN(CCN2CC(=O)N(COC(=O)OCC(C)C)C(=O)C2)CC1=O	12	13	7	-4	-7	-4	-5
Cc1nc(N2CCCCC2)c(C#N)c(C)c1[N+](=O)[O-]	29	-2	14	7	-1	-1	3
Cc1ccc(Cl)cc1NC(=O)CCN1C(=O)C2C3CCC(C3)C2C1=O (stereo unspecified)	.	-6	-5	-2	12	-3	-2
COc1ccccc1NS(=O)(=O)c1ccc(C)c(NC(=O)NCCCl)c1	-12	-32	-2	-3	-2	-1	-3
CN(Cc1ccccc1)C(=O)c1[nH]cnc1C(=O)NCCCCCNC(=O)OC(C)(C)C	9	5	16	?	10	.	-2
Cc1c(C(=O)NCC(c2ccco2)N2CCCC2)oc2ccc(Cl)cc12 (stereo unspecified)	6	-2	.	-4	-6	0	-8
CCn1c(SCC(=O)Nc2sc3c(c2C#N)CCCC3)nnc1-c1ccco1	.	.	.	.	1	-5	-1
CCOC(=O)N1CCN(c2cc(=O)n(-c3cccc(Br)c3)c(=O)[nH]2)CC1	1	12	8	12	20	-3	6
CC(=O)c1ccc(OCC(=O)Nc2ccc(N3CCCCC3)cc2)cc1	2	-4	-1	5	-4	-3	-9
C[C@@H]1CN([C@H](C)CO)C(=O)Cc2cc(NC(=O)C3CCCCC3)ccc2O[C@H]1CN(C)Cc1ccc2c(c1)OCO2	-4	.	3	4	-28	4	4

Record cards (already shown). Order of values: ARNT TACC3 PPI | PAX8 inh HTS | EWS-Fli inh | DENV2 CPE | LGR2 antag | SIRT5 inh | Casp6 inh
COc1cccc(NC(=O)COC(=O)Cc2ccc(Cl)cc2)c1 reads -6 | -2 | -8 | . | 15 | -1 | .
C[C@@H](NC(=O)C[C@@H]1CC[C@@H](NC(=O)C2CC2)[C@@H](CO)O1)c1ccccc1 reads 1 | -2 | 3 | 10 | 4 | 1 | 8
O=C(c1ccc(CS(=O)Cc2cccc(Cl)c2)o1)N1CCN(C2CCCCC2)CC1 (stereo unspecified) reads 3 | 7 | . | -6 | 3 | -5 | -4
Oc1ccc(-c2nccc(-c3ccc(Cl)cc3)n2)cc1 reads -4 | 0 | -61 | -1 | -95 | 0 | -2
Cc1ccc(S(=O)(=O)Nc2cccc3c2O[C@@H](CN(C)Cc2ccccc2)[C@@H](C)CN([C@@H](C)CO)C3=O)cc1 reads -10 | -5 | 3 | -8 | 7 | 5 | 2

Continued:
SMILES	ARNT TACC3 PPI	PAX8 inh HTS	EWS-Fli inh	DENV2 CPE	LGR2 antag	SIRT5 inh	Casp6 inh
CCC(C(=O)N1CCC(C(N)=O)CC1)n1nc(C)n2c(cc3occc32)c1=O (stereo unspecified)	-9	-15	-8	4	7	-4	-4
NC(=O)c1ncn([C@@H]2O[C@H](CO)[C@@H](O)[C@H]2O)c1O	1&-15	-9	-10	2	-14	-5	13
C[C@H]1CN([C@@H](C)CO)C(=O)c2cc(C#CC3CC3)cnc2O[C@@H]1CN(C)S(=O)(=O)c1cccc(F)c1	-4	.	-1	4	6	3	-1
Cc1nc(SCC(=O)N(CC(C)C)C2CCS(=O)(=O)C2)c2c(C)c(C)sc2n1 (stereo unspecified)	2	20	7	2	0	1	2
CC(C)C(=O)NC(=S)Nc1ccc(S(=O)(=O)N2CCCC2)cc1	-3	-5	3	-3	-29	0	0
COC(=O)c1ccc(OC)c(-c2c(OC)cc(OC)cc2OC)c1	-2	42	1	-6	-9	-1	4
O=C(Nc1nnc(-c2ccccn2)o1)c1cccc(Cl)c1	52*	9	21	1	-14	-1	-2
COc1ccc2c3c([nH]c2c1)[C@H](CO)N(C(=O)c1cccnc1)CC31CCN(C(=O)c2cccnc2)CC1	.	-22	-4	10	-4	-3	-4
CS(=O)(=O)N1CCC(C(=O)Nc2ccc(OCc3ccccc3)cc2)CC1	-1	.	.	.	0	-1	-2
CCC(=O)N(C)C[C@@H]1Oc2cc(C#Cc3ccncc3)ccc2S(=O)(=O)N([C@H](C)CO)C[C@@H]1C	2	.	6	-10	9	8	0
O=C(CCN1C(=O)c2cccc3cccc(c23)C1=O)NC1CCS(=O)(=O)C1 (stereo unspecified)	-21	-13	12	-6	-3	-5	-6
C=C(C)CNC(=O)CCc1nnc(Cc2cccc(C(F)(F)F)c2)o1	.	-161	-56	-4	.	-4	0
CCCC(=O)N1CC2(C1)CN(C(=O)CC1CC1)[C@H](CO)c1c2c2ccc(OC)cc2n1C	.	.	-8	-5	-1	.	.
O=C(C1CCOCC1)N1CC[C@H]2[C@H](CO)Nc3ccc(-c4cccc(F)c4)cc3[C@H]21	-1	-9	2	-6	-7	6	-2
COc1ccccc1NC(=O)N(C)C[C@@H]1OCc2cnnn2CCCC(=O)N([C@@H](C)CO)C[C@@H]1C	-6	-7&4	-3&-7	-3&10	3	-3&0	0&0

Screening results from PubChem BioAssay.
